STK33 kinase inh: inhibitors of human STK33 kinase; inhibition, % at 10 µM; 320,000 compounds, 0.073% hits; purified STK33, MBP phosphorylation, ADP-Glo luminescence;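 active = inhibition at or above 25%, using the most active replicate where run in duplicate; inactive = inhibition below 25%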
Target sequence (Q9BYT3 whole entry, looked up): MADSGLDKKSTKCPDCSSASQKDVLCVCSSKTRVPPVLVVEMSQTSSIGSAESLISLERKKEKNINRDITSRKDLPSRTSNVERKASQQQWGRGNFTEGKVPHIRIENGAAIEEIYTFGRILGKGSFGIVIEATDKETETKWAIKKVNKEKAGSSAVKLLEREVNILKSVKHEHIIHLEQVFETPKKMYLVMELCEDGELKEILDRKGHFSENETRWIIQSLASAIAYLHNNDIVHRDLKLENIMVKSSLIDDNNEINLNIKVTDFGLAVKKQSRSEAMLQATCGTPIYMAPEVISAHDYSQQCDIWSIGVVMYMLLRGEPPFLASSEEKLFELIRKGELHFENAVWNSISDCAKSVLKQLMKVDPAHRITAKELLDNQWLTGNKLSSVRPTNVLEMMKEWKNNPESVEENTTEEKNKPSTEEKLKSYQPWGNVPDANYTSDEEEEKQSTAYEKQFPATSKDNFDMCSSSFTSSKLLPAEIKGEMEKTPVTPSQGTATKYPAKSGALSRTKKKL
OX1R FRET antag: OX1R (human) antagonism; inhibition, % at 6.6 µM; AID 485270; OX1R-expressing cells, FRET antagonist read-out; O43613; 330,000 compounds, 1.8% hits; in the data active = inhibition mostly above about 38%, no sharp cut-off; inactive = mostly below about 40%;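 note: 0% = agonist challenge alone and 100% = reference antagonist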
Target sequence (O43613 whole entry, looked up): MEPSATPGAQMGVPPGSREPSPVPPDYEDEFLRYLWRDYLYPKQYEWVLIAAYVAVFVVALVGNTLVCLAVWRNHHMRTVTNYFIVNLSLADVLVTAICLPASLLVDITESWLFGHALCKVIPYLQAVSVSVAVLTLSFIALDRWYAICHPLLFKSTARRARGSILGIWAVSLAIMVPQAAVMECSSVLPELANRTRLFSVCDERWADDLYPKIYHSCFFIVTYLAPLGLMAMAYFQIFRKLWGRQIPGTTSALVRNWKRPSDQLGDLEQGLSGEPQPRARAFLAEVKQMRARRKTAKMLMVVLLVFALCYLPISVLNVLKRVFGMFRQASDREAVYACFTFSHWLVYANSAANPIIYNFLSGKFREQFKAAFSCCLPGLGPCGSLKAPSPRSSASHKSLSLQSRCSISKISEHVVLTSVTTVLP
KCNQ2 block: KCNQ2 potassium channel inhibitors, primary screen, cell-based, CHO-K1, FluxOR thallium flux, B-score (AID 2156) | O88943 | 20 min; hits give low values | B-score at 10 µM | 310,000 compounds, 1.1% hits;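 active = fluorescence ratio B-score at most minus 3 library SDs, with starting brightness B-score within 2 library SDs, cut at about -5.5 in these data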
Numbers without * were called inactive; i = inactive; nt = no result given.

SMILES | STK33 kinase inh | OX1R FRET antag | KCNQ2 block
C/C(=N\NC(=O)CNC(=O)C(c1ccccc1)c1ccccc1)c1ccc(C)cc1 | -0.5 | 10 | i
Cc1cc(C)cc(N(CC(=O)NC2CCCCC2)C(=O)c2csnn2)c1 | 0.5 | 22 | i
Cc1c(C(=O)N2CCOCC2)c(S(=O)(=O)Nc2ccc(C(C)C)cc2)c(C)n1C | -1.0 | 8 | i
CNC(=S)Nc1cc(C)ccc1OC(F)F | -0.3 | 4 | i
Cc1cc(=O)n2[nH]c(C)c(-c3ccc(Cl)cc3)c2n1 | -0.6 | 11 | i
O=C(c1ccc(N2CCCCS2(=O)=O)cc1)N1CCN(c2ccccc2F)CC1 | -0.9 | 8 | i
O=C(C1=NNC2C(=O)N(c3ccccc3)C(=O)C12)c1nc(Cl)ccc1Cl (stereo not given) | -0.5 | 36 | i
Cc1cccn2c(=O)c3cc(C(=O)N4CCCCC4)sc3nc12 | -1.3 | 40 | i
CCn1c(=O)c(C(=O)NCc2ccccc2Cl)c(O)c2ccccc21 | -1.7 | nt | -8.4*
COc1ccc(NC(=S)N2CCc3ccccc3C2)cc1 | -1.5 | 13 | i
O=C(NCc1cccnc1)C(=O)N/N=C/c1ccc([N+](=O)[O-])cc1 | -2.0 | 59* | i
O=C(c1ccc([N+](=O)[O-])cc1)N(C1=NCCCCS1)c1ccccc1 | -0.7 | 28 | i
O=C(Nc1cccc(Cl)c1)N1CCc2ccccc2C1 | -0.2 | 13 | i
CC(C)c1cc(C(N)=O)c(NC(=O)c2cccc(COc3ccc(Cl)cc3)c2)s1 | -0.9 | 45 | i
CCN(CC)S(=O)(=O)c1ccc(N2CCOCC2)c(NC(=O)COc2ccc(Cl)cc2)c1 | -1.1 | 26 | -6.6*

SMILES | STK33 kinase inh | OX1R FRET antag | KCNQ2 block
O=C(CCc1nc(-c2ccc(Cl)cc2)no1)NC1CCCC1 | -1.7 | 9 | i
Cc1cc(/C=C2/C(=N)N3C(=NC2=O)SN=C3S(C)(=O)=O)c(C)n1-c1ccc(F)cc1 | 1.1 | 27 | i
COc1ccccc1/C=N/n1nnnc1N | -1.1 | nt | i
CC(CCc1ccccc1)NC(=O)CC(C)c1ccccc1 (stereo not given) | -0.3 | 5 | i
C=CCn1c(SCC(=O)NC2CCCC2)nc2c([nH]c3ccccc32)c1=O | -3.0 | 25 | i
COC(=O)[C@H]1[C@@H](C)N(Cc2ccccc2)C(=O)N[C@H]1c1cccc(C(F)(F)F)c1 | 0.3 | 24 | i
COc1ccc(CNC(=O)COC(=O)C2CCN(S(=O)(=O)c3ccccc3C(F)(F)F)CC2)cc1 | -0.8 | -2 | i
CCc1nnc(NC(=O)CSc2nnnn2-c2cccc(C(=O)OC)c2)s1 | -0.7 | 6 | i
COc1ccc(S(=O)(=O)N2CCOCC2)cc1NC(=O)CSc1ncnc2ccccc12 | -0.5 | 14 | i
Cc1cc(C)cc(NC(=S)NC2CC3CCCC(C2)N3C2CC2)c1 (stereo not given) | -0.4 | 9 | i
CCOc1ccc(NC(=O)CN(C)c2nnnn2-c2ccccc2)cc1OCC | -3.6 | 12 | i
COc1ccc(Oc2nc3ccccc3n3cccc23)cc1 | -0.4 | 18 | i
COCCc1nc2ccc(C(=O)NCc3cccc(-n4cccn4)c3)cc2o1 | 1.7 | 5 | i
O=Nc1c(O)[nH]c2c(F)cccc12 | 0.3 | 21 | i
O=C(O)/C=C/C(=O)c1ccc(O)cc1 | -0.1 | 2 | i

SMILES | STK33 kinase inh | OX1R FRET antag | KCNQ2 block
Cc1cc(=O)[nH]c(-c2ccc(Cl)cc2)n1 | -0.7 | 5 | i
NC(=O)c1cc(-c2ccccc2)sc1NC(=O)Cc1ccc(S(=O)(=O)N2CCOCC2)s1 | 6.8 | 11 | i
CN1CCCC(CN2c3ccccc3Sc3ccccc32)C1 (stereo not given) | -1.8 | 24 | i
Cn1c(SCc2nc(-c3ccccc3)no2)nnc1-c1cccs1 | -0.4 | 14 | i
NC(=O)C1CCN(CC(=O)Nc2cccnc2Cl)CC1 | -0.6 | 11 | i
CC/C=C\C/C=C\C/C=C\CCCCCCCC(=O)O | -2.3 | 13 | nt
CCN(CC)C(=O)C(=O)c1cn(CCOc2ccccc2)c2ccccc12 | -1.1 | 51 | -7.3*
CCC(C(=O)NC1CCCCC1)n1c2ccccc2c2nc(=O)cc(C)n21 (stereo not given) | 0.0 | 4 | i
O=C(C1=C[C@@H](c2ccc(C(F)(F)F)cc2)C[C@@H](OCc2ccc(CO)cc2)O1)N1CCN(Cc2ccc3c(c2)OCO3)CC1 | -2.9 | 16 | i
CC(C)NC(=O)C(=O)Nc1cc2c3c(c1)CCC(=O)N3CCC2 | 1.5 | 26 | i
CC(C)(C)N1C(=O)[C@H]2[C@@H](c3ccc(Br)cc3)N3C(=O)N(c4cccc(F)c4)C(=O)[C@@]3(C)[C@H]2C1=O | 0.9 | 24 | i
COC(=O)c1ccc(NC(=O)CCCCCn2nnc3ccccc3c2=O)cc1 | -0.4 | nt | i
Cc1c(C(=O)OC/C(O)=C(\C#N)c2nc3ccccc3[nH]2)oc2ccc(Br)cc12 | -0.3 | 5 | i
CN(Cc1ccccc1)C(=O)COc1cc(Cl)ccc1Cl | -2.5 | 28 | i
O=C(Nc1nnc(CSCc2ccccc2F)s1)c1cccc([N+](=O)[O-])c1 | -0.9 | 43* | i

Sequence of screens – STK33 kinase inh, OX1R FRET antag, KCNQ2 block
Cc1cc(NC(=O)c2c(F)c(F)c(F)c(F)c2F)no1
    -0.3, 19, i
Cc1cc(C)nc(N2CCCC(C(=O)NNC(=O)c3ccncc3)C2)n1 (stereo not given)
    0.7, -1, i
Cc1ccc2c(c1)C(=C(C#N)C#N)C(=O)N2CCN1CCCCC1
    -0.1, 3, i
CCCCNC(=O)COC(=O)c1cc(C)nc2ccccc12
    0.0, 10, i
Cc1ccc(C2=NN=C(NC(=O)CSc3nnc4c5ccccc5n(C)c4n3)SC2)cc1
    0.0, 19, i
Cn1c(NC(=O)C2c3ccccc3Oc3ccccc32)cc(=O)n(C)c1=O
    2.2, 22, nt
Fc1ccc2nc(Nc3nc4c(F)cccc4s3)sc2c1
    -2.4, 41, i
COc1cccc(NC(=O)CSc2nc3c(c(-c4ccco4)c2C#N)CCCC3)c1
    -0.4, 14, i
CSc1ccccc1NC(=O)COC(=O)c1ccc(-n2nc(C)cc2C)cc1
    -1.0, 14, nt
O=C(OCC(=O)N1CCN(c2ccccc2)CC1)c1ccc[n+]([O-])c1
    -4.6, -3, i
Cc1cc(N=Nc2ccccc2)c(NCC(O)C(O)C(O)CO)cc1C (stereo not given)
    -2.3, 33, i
CCC(=O)Nc1ccc(C(=O)Nc2cccc(OC)c2)cc1
    1.2, 15, i
Cc1cc(=O)n(C)c(=O)n1CCCCOc1ccc([N+](=O)[O-])cc1
    4.4, 104*, i
O=C(CCS(=O)(=O)c1ccc(Br)cc1)NCc1ccco1
    -1.6, 2, i
Cc1ccc(S(=O)(=O)N2CCN(C(=O)CSc3n[nH]c(N)n3)CC2)c(C)c1
    -0.5, 1, nt

Whole records, quoted from the list:
Shown for Cn1c(NC(=O)C2c3ccccc3Oc3ccccc32)cc(=O)n(C)c1=O = STK33 kinase inh = 2.2; OX1R FRET antag = 22; KCNQ2 block = nt
Shown for Cc1cc(N=Nc2ccccc2)c(NCC(O)C(O)C(O)CO)cc1C (stereo not given) = STK33 kinase inh = -2.3; OX1R FRET antag = 33; KCNQ2 block = i
Shown for O=C(CCS(=O)(=O)c1ccc(Br)cc1)NCc1ccco1 = STK33 kinase inh = -1.6; OX1R FRET antag = 2; KCNQ2 block = i

(listing goes on)
Sequence of screens – STK33 kinase inh, OX1R FRET antag, KCNQ2 block
Cc1nc(N)sc1-c1csc(Nc2ccccc2)n1
    -0.1, 16, i
CCOC(=O)c1sc(NNC(=O)c2ccc(C)cc2)nc1C
    0.6, 6, i
CC(=O)C(Sc1nc(N2CCOCC2)nc(N2CCOCC2)n1)C(=O)Nc1ccccc1 (stereo not given)
    0.1, 7, i
CCCCC(CCC(=O)Nc1ccc(C(=O)OCC)cc1)C(=O)O (stereo not given)
    0.3, 16, i
CCOc1ccc(S(=O)(=O)N(CC)CC)cc1NC(=O)CSCc1c(C)noc1C
    13, 41, i
C/C(CC(=O)Nc1ccc(Br)cc1)=N\NC(=O)c1cccc(O)c1
    -1.4, 11, i
O=C(Nc1cccc(/C=C/c2nc3ccccc3c(=O)[nH]2)c1)c1ccccc1Cl
    -0.5, 31, i
O=C(NCCCn1ccnc1)c1cccc(S(=O)(=O)NCc2ccccc2)c1
    -0.4, 28, i
Cc1cc(=O)oc2cc(OCC(=O)Nc3ccc(CN4CCOCC4)cc3)ccc12
    -0.8, 1, i
O=C(N/C=N/O)C(c1ccccc1)c1ncc(C(F)(F)F)cc1Cl (stereo not given)
    -0.4, -1, i
CCCCCc1c(C)nc(Nc2ccc(F)cc2)[nH]c1=O
    -1.5, 14, i
O=C(c1ccc([N+](=O)[O-])cc1)N1CCN(C(=O)c2cccs2)CC1
    -1.1, 50*, i
COc1cccc(NC(=S)N(CCN(C)C)C(C)c2ccco2)c1 (stereo not given)
    -0.2, 15, i
CN(C)c1ccc(CNC(=O)C2CCN(S(=O)(=O)c3ccc4c(c3)CCC(=O)N4)CC2)cc1
    -1.2, 11, i
CC1CN(C(=O)C(C)Sc2nc3ccccc3s2)CC(C)O1 (stereo not given)
    -0.1, 10, i

Sequence of screens – STK33 kinase inh, OX1R FRET antag, KCNQ2 block
CC(C)CC(COCc1ccc(Cl)cc1)N1CCN(C(=O)c2cccc(C(F)(F)F)c2)CCC1=O (stereo not given)
    0.8, 24, i
N#Cc1ccc(S(=O)(=O)N2CCC(C(=O)Nc3cccc(C(=O)NC4CC4)c3)CC2)cc1
    -1.2, 0, nt
COc1ccc(Cl)cc1NC(=O)c1nnn(CC(=O)Nc2ccc3c(c2)OCO3)c1N
    -0.4, -1, i
COc1cc2cnc(C3=CCCCC3)cc2cc1OC
    0.4, 10, nt
CCOC(=O)COc1ccc(S(=O)(=O)N2CCN(c3ccccc3F)CC2)cc1
    -0.7, 16, i
COc1ccccc1OCC(=O)Nc1ccccc1C(=O)N1CCCCC1
    -1.2, 25, i
CCOc1ccc(C(=O)NCCCN(CC)CC)cc1
    -0.9, -2, i
CC(=O)NC1C(=O)Nc2c(C)cc(C)cc21 (stereo not given)
    1.0, 23, i
Cc1nc2ccc(S(=O)(=O)NCC(=O)N3CCOCC3)cc2s1
    -0.9, 14, i
CCC(=O)Nc1ccccc1-c1nnn(CC(=O)N2c3ccccc3CC2C)n1 (stereo not given)
    -0.4, 35, i
N#Cc1ccc(OCC(=O)NCC(c2cccs2)N2CCOCC2)cc1 (stereo not given)
    0.0, 19, i
CC1=CC(=O)CC2C1(C)CCC(C)C2(C)CCC(C)CC(=O)O (stereo not given)
    1.5, 8, i
COC(=O)[C@H](C)NC(=O)NCc1ccc(S(N)(=O)=O)cc1
    -2.0, 15, i
O=C(NC1CC1)c1nc(Cn2cc([N+](=O)[O-])cn2)no1
    nt, 15, i
CC(C)=CCC1=C(OCC(=O)O)C(=O)c2ccccc2C1=O
    2.6, 35, i

Sequence of screens – STK33 kinase inh, OX1R FRET antag, KCNQ2 block
CCCCc1nc2cc(C(=O)N3CCC(OCCOC)CC3)ccc2o1
    -0.9, 12, i
O=c1[nH]n2cc(-n3cc([N+](=O)[O-])cn3)cnc2c1Br
    -0.4, 32, i
CC(C(=O)N1CCCC1)N(c1ccccc1)S(C)(=O)=O (stereo not given)
    -0.2, 8, i
Cc1ccccc1C(=O)Oc1cc(N)n(S(=O)(=O)c2ccccc2)n1
    2.7, 18, i
COc1ccccc1NC(=S)N1CCN(c2ccc(F)cc2)CC1
    -1.6, 10, i
CCOC(=O)N1CCN(C(=O)COC(=O)c2cc(C)ccc2C)CC1
    -1.4, 8, nt
CCOC(=O)CSc1nnc(NC(=O)c2ccc3c(c2)OCO3)s1
    1.2, 4, i
COc1ccccc1N1CCN(c2nc(N)c(C#N)c(CC#N)c2C#N)CC1
    0.8, 3, i
CN1/C(=C\C(=S)NC(=O)c2cccc(Br)c2)C(C)(C)c2ccccc21
    -1.8, 12, -7.8*
COc1ccc(N2CC(C(=O)Nc3ccncc3)CC2=O)cc1 (stereo not given)
    -1.7, 11, i
COc1ccc(-c2nc3nc(SC)nn3cc2C)cc1F
    0.5, 16, i
COc1ccc(-c2cc3onc(-c4c(Cl)cccc4Cl)c3c(=O)n2C)cc1
    -1.0, 46, nt
O=C(NCc1ccc2c(c1)OCO2)C1CC(c2cccc(Br)c2)=NO1 (stereo not given)
    -0.7, 8, i
O=C(CCS(=O)(=O)c1ccccc1)NC1CCCCC1
    -1.6, 4, i
CCc1ccc2oc(-c3ccc(OC)cc3)cc(=Nc3c(C)n(C)n(-c4ccccc4)c3=O)c2c1
    0.1, 22, i

Sequence of screens – STK33 kinase inh, OX1R FRET antag, KCNQ2 block
O=C(NCCOc1ccccc1F)c1cc([N+](=O)[O-])ccc1N1CCOCC1
    -0.3, 39, i
CN1CCCN(C(=O)CNC(=O)c2ccc(Cl)cc2Cl)CC1
    -1.6, -3, nt
Cc1c(Cl)cccc1-c1ccc(/C=N/n2cnnc2)o1
    0.2, 13, i
Cc1ccc(S(=O)(=O)N2c3ccccc3-c3c(ssc3=S)C2(C)C)cc1
    -0.9, 88*, i
Cc1cc(NC(=O)c2ccccc2)ncc1NC(=O)c1ccco1
    7.4, 33, i
CCOc1cc(N2CCOCC2)c(OCC)cc1NC(=O)c1[nH]c(C)c(C(C)=O)c1C
    -0.6, 3, nt
CC(=O)Nc1cc(C(=O)N2CCN(C)CC2)ccc1Sc1ccc(C)cc1
    -0.9, 16, i
COc1ccc(CC(=O)NCC2CCCN(Cc3cccc(C(F)(F)F)c3)C2)cc1 (stereo not given)
    -0.5, 21, i
CCOc1ccc(N(CC(=O)NCc2ccc(F)cc2)C(=O)c2ccco2)cc1
    -0.9, -8, i

Bioassay records: PubChem BioAssay, several laboratories
